PrPC TRFRET – inhibitors of human cell surface prion protein PrPC; TR-FRET read-out; hit rate 0.43% among 370,000; P04156; inhibition, % at 13.8 µM; in the data active means inhibition above about 24%; further: 0% = median of the test wells and 100% = reference compound wells
TcdB inh – inhibitors of Clostridioides difficile toxin B glycohydrolase; hit rate 0.24% among 350,000; AID 652162; inhibition, % at 9.99 µM; P18177; TcdB glycohydrolase enzymatic assay, plate reader; in the data active means inhibition above about 10%
Target sequence (P18177 whole entry, looked up): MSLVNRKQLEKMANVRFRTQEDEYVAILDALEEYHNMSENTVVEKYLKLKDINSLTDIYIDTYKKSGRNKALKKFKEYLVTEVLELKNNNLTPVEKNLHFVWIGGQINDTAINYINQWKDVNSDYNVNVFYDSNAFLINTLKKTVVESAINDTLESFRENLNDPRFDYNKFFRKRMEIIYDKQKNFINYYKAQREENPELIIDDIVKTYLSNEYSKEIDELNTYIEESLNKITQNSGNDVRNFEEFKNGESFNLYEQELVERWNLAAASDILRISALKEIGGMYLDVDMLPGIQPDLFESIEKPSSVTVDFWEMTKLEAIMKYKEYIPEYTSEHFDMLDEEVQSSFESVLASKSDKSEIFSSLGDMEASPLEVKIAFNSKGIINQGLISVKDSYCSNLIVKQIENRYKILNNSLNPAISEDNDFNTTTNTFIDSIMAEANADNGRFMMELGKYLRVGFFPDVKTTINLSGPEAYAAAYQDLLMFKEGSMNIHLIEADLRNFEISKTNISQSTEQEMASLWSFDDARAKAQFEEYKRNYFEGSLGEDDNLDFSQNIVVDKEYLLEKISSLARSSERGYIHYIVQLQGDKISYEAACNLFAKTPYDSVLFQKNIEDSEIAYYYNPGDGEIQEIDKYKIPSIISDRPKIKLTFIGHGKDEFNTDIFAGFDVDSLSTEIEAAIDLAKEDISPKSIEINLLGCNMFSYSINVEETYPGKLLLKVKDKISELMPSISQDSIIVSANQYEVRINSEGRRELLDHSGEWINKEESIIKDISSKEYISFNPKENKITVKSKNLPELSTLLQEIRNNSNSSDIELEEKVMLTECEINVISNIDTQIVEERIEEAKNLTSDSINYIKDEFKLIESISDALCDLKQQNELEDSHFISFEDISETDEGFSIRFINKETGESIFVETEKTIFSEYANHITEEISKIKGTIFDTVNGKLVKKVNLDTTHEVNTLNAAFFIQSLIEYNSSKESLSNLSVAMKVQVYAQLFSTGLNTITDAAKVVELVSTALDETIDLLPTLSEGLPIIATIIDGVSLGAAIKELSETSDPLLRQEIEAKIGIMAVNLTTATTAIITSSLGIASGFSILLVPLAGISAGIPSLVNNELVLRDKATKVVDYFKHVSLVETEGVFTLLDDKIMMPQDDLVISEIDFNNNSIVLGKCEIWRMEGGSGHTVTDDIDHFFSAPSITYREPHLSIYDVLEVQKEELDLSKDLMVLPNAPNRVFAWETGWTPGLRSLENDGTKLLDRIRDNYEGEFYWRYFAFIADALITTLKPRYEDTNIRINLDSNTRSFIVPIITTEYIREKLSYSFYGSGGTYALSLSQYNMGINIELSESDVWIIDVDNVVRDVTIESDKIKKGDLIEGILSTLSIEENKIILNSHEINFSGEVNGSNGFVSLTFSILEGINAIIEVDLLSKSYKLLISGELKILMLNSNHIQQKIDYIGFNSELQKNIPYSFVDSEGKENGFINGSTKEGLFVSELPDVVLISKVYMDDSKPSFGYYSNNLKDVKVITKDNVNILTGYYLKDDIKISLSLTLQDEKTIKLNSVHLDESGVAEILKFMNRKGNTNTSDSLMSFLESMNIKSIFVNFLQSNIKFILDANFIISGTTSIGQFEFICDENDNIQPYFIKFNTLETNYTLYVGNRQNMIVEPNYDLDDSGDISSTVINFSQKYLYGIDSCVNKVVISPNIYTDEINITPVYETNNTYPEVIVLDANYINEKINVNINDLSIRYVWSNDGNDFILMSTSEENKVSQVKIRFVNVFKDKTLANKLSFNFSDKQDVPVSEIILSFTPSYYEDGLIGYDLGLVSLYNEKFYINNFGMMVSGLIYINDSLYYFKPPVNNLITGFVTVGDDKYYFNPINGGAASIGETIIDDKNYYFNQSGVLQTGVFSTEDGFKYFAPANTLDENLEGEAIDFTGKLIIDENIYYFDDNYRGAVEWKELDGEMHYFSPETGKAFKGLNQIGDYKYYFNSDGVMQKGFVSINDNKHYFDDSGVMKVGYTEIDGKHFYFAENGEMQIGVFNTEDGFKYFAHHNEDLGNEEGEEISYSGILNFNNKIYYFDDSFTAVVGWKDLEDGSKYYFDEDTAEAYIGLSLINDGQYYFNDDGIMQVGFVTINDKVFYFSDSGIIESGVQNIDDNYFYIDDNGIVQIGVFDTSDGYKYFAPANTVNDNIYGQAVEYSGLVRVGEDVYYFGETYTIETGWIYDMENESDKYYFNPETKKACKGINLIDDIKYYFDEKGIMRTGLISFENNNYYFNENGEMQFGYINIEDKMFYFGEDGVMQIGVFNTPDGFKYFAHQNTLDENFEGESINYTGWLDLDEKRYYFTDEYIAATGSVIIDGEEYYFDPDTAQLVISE
* hit, by the source's call; nt = not tested or not shown.

smiles,PrPC TRFRET,TcdB inh
O=C(Nc1ccc(F)cc1)N1CCCCN2[C@H](C1)[C@@H](c1ccc(-c3ccccc3F)cc1)[C@@H]2CO,nt,-1.0
CC(C)NC(=O)N(C)C[C@H]1Oc2ccc(NS(C)(=O)=O)cc2CC(=O)N([C@@H](C)CO)C[C@@H]1C,nt,0.3
COc1cccc(C(=O)N2C[C@H]3[C@@H](c4ccccc42)[C@@H](CO)N3Cc2cccnc2)c1,nt,-0.3
Cc1ccc(S(=O)(=O)Nc2ccc3c(c2)C(=O)N([C@H](C)CO)C[C@@H](C)[C@@H](CN(C)C(=O)NC(C)C)OCCCC[C@H](C)O3)cc1,nt,-0.5
O=S(=O)(N[C@@H]1CC[C@@H](CCn2cc(C3CC3)nn2)O[C@H]1CO)c1ccc(F)cc1,nt,-0.5
C[C@H](CO)N1C[C@H](C)[C@H](CN(C)S(=O)(=O)c2ccc(F)cc2)OCCCC[C@H](C)Oc2ccc(NC(=O)c3ccccc3)cc2C1=O,nt,-0.9
CC(=O)N(C)C[C@H]1Oc2cc(C#Cc3ccccc3F)ccc2S(=O)(=O)N([C@H](C)CO)C[C@@H]1C,nt,-5.4
CCCC#Cc1ccc2c(c1)O[C@H](CN(C)CCC)[C@H](C)CN([C@@H](C)CO)S2(=O)=O,nt,-1.9
C[C@@H]1CCCCO[C@@H](CN(C)C(=O)CCC(F)(F)F)[C@@H](C)CN([C@H](C)CO)C(=O)c2cc(NS(C)(=O)=O)ccc2O1,nt,1.5
C[C@H](NC(=O)C[C@H]1C=C[C@H](NS(=O)(=O)c2cccc(F)c2)[C@H](CO)O1)c1ccccc1,nt,-2.3
COc1ccc(S(=O)(=O)N(C)C[C@H]2Oc3c(NC(=O)C4CCCCC4)cccc3C(=O)N([C@H](C)CO)C[C@H]2C)cc1,nt,0.7
CN(C)CC(=O)N[C@H]1C=C[C@@H](CC(=O)NCc2ccccc2F)O[C@H]1CO,nt,0.1
CCCNC(=O)[C@H]1[C@H](CO)[C@H]2Cn3c(ccc(-c4cccc(F)c4)c3=O)[C@@H]1N2C(C)=O,nt,0.5
N#Cc1ccc(-c2ccc([C@H]3[C@@H](CO)N4C(=O)CN(C(=O)C5CCCC5)C[C@H]34)cc2)cc1,nt,0.8
CN(C)CC#Cc1ccc([C@@H]2[C@@H](CO)N3CCCCN(C(=O)Cc4ccccn4)C[C@@H]23)cc1,nt,0.1
CN1C(=O)c2cc(NC(=O)C3CCCCC3)ccc2OC[C@@H]2O[C@H](CC(=O)NCCc3ccncc3)CC[C@@H]21,nt,-0.4
CO[C@@H]1CN(C)C(=O)c2ccc(NC(=O)c3ccccc3)cc2OC[C@@H](C)N(C(C)=O)C[C@H]1C,nt,-4.0
COc1cccc(CNC(=O)c2cc3c(c(-c4cccc(-c5ccc(C#N)cc5)c4)n2)[C@@H](CCO)N([S@](=O)C(C)(C)C)C3)c1,nt,0.6
CC=Cc1ccc2n(c1=O)C[C@@H]1[C@@H](CO)[C@H](C(=O)N[C@H](C)c3ccccc3)[C@H]2N1Cc1cncnc1 (mixture of isomers),nt,0.3
CCCNC(=O)N1CC2(C1)[C@H](c1ccccc1)[C@H](CO)N2C(=O)c1cccnc1,nt,0.4
C[C@@H]1CN([C@H](C)CO)C(=O)c2ccccc2-c2ccccc2CO[C@@H]1CN(C)Cc1ccc(F)cc1,nt,2.2
CO[C@@H]1CN(C)C(=O)c2ccc(NS(=O)(=O)c3cccc(F)c3)cc2OC[C@H](C)N(Cc2cc(F)ccc2F)C[C@H]1C,nt,0.7
COc1ccccc1NC(=O)N[C@H]1CC[C@@H](CC(=O)N[C@H](C)c2ccccc2)O[C@H]1CO,nt,-0.8
COCC(=O)N(C)C[C@H]1Oc2cc(C#CCC(C)C)ccc2S(=O)(=O)N([C@H](C)CO)C[C@@H]1C,nt,1.0
C[C@@H]1CN([C@@H](C)CO)C(=O)c2cc(NS(=O)(=O)c3ccc(F)cc3)ccc2O[C@@H]1CN(C)S(=O)(=O)c1ccc(F)cc1,nt,-7.7
O=C(C[C@H]1CC[C@H](NC(=O)CN2CCOCC2)[C@H](CO)O1)NCCc1ccccc1,nt,1.3
C[C@H](CO)N1C[C@H](C)[C@@H](CN(C)S(=O)(=O)c2cccs2)OCCCC[C@H](C)Oc2ccc(NS(=O)(=O)c3cccs3)cc2C1=O,nt,1.2
CC(C)NC(=O)N(C)C[C@H]1OCCCC[C@H](C)Oc2ccc(NS(=O)(=O)c3ccc(Cl)cc3)cc2C(=O)N([C@@H](C)CO)C[C@@H]1C,nt,1.3
COCCNC(=O)C[C@@H]1C[C@H]2c3cc(NC(=O)c4cccnc4)ccc3O[C@H]2[C@H](CO)O1,nt,-0.8
CC(=O)N1[C@@H]2c3ccc(-c4ccccc4)c(=O)n3C[C@H]1[C@H](CO)[C@H]2C(=O)N1CCN(C)CC1,nt,-0.2

Reformatted with each value named: 2 of the compounds above.
Compound: CC(C)NC(=O)N(C)C[C@H]1OCCCC[C@H](C)Oc2ccc(NS(=O)(=O)c3ccc(Cl)cc3)cc2C(=O)N([C@@H](C)CO)C[C@@H]1C
  PrPC TRFRET: nt
  TcdB inh: 1.3

Compound: C[C@@H]1CCCCO[C@@H](CN(C)C(=O)CCC(F)(F)F)[C@@H](C)CN([C@H](C)CO)C(=O)c2cc(NS(C)(=O)=O)ccc2O1
  PrPC TRFRET: nt
  TcdB inh: 1.5

Full records, quoted from the list. Screens in order: PrPC TRFRET | TcdB inh
CCCNC(=O)N1CC2(C1)[C@H](c1ccccc1)[C@H](CO)N2C(=O)c1cccnc1 in the list: nt | 0.4
CC=Cc1ccc2n(c1=O)C[C@@H]1[C@@H](CO)[C@H](C(=O)N[C@H](C)c3ccccc3)[C@H]2N1Cc1cncnc1 (mixture of isomers) in the list: nt | 0.3
CO[C@@H]1CN(C)C(=O)c2ccc(NC(=O)c3ccccc3)cc2OC[C@@H](C)N(C(C)=O)C[C@H]1C in the list: nt | -4.0

Remaining list, next part
smiles,PrPC TRFRET,TcdB inh
CCCC(=O)Nc1ccc2c(c1)C(=O)N(C)C[C@@H](OC)[C@H](C)CN(C(=O)c1cnccn1)[C@@H](C)CO2,nt,0.4
C[C@H](CO)N1C[C@H](C)[C@@H](CN(C)Cc2ccccc2)Oc2ccc(NC(=O)c3ccncc3)cc2C1=O,nt,0.4
CCCNC(=O)N1CC2(CN(S(=O)(=O)CC)C2)c2c(n(C)c3cc(OC)ccc23)[C@H]1CO,nt,0.7
C[C@H](CO)N1C[C@H](C)[C@H](CN(C)S(=O)(=O)c2ccccc2)Oc2ncc(-c3ccccc3)cc2C1=O,nt,0.4
COCC(=O)Nc1ccc2c(c1)C(=O)N(C)[C@H]1CC[C@@H](CC(=O)NCc3ccccc3)O[C@@H]1CO2,nt,0.7
CC=Cc1ccc2n(c1=O)C[C@@H]1[C@@H](CO)[C@H](C(=O)N3CCC(Cc4ccccc4)CC3)N(CCC)[C@H]21 (mixture of isomers),nt,-0.8
Cc1cccc(S(=O)(=O)N2C[C@H](O)COC[C@H]3O[C@@H](CC(=O)N4CCN(C)CC4)CC[C@@H]32)c1,nt,0.5
C[C@H]1CCCCO[C@H](CN(C)Cc2ccc3c(c2)OCO3)[C@@H](C)CN([C@@H](C)CO)C(=O)c2cc(NC(=O)c3ccncc3)ccc2O1,nt,-1.6
Cc1ccc(CN2CC(=O)N3[C@H](CO)[C@@H](c4ccc(-c5cccnc5)cc4)[C@H]3C2)cc1,nt,-6.4
Cc1ccc(S(=O)(=O)Nc2ccc3c(c2)C(=O)N([C@@H](C)CO)C[C@H](C)[C@H](CN(C)C(=O)Nc2ccccc2)O3)cc1,nt,1.0
Cc1ccc(S(=O)(=O)Nc2ccc3c(c2)C(=O)N([C@H](C)CO)C[C@@H](C)[C@H](CN(C)CC2CCCCC2)OCCCC[C@@H](C)O3)cc1,nt,1.1
C[C@H]1CN([C@@H](C)CO)C(=O)c2cc(NC(=O)c3ccncc3)ccc2O[C@H]1CN(C)Cc1ccc(C(F)(F)F)cc1,nt,0.2
Cc1ccc(S(=O)(=O)N[C@@H]2CC[C@H](CCn3cc(-c4cccc(F)c4)nn3)O[C@H]2CO)cc1,nt,0.2
CO[C@H]1CN(C)C(=O)c2ccc(NC(=O)NC(C)C)cc2OC[C@H](C)N(CCC(F)(F)F)C[C@@H]1C,nt,1.2
N#C[C@H]1[C@@H](c2ccc(C3=CCCCC3)cc2)[C@@H](CO)N1S(=O)(=O)c1ccccc1,nt,1.1
CN1CCCCN2[C@H](CO)[C@H](c3ccc(C#Cc4ccccc4F)cc3)[C@@H]2C1,nt,-0.6
CN(C)C(=O)[C@H]1[C@H](CO)[C@H]2Cn3c(ccc(C4=CCCC4)c3=O)[C@@H]1N2C,nt,0.0
COCC(=O)Nc1ccc2c(c1)[C@H]1C[C@@H](CC(=O)NC3CCCCC3)O[C@@H](CO)[C@H]1O2,nt,-2.0
O=C(c1ccccc1)N1CC(=O)N2[C@H](C1)[C@H](c1ccc(C#Cc3ccccc3)cc1)[C@@H]2CO,nt,1.4
O=C(CCN1CCCCC1)N[C@@H]1CC[C@H](CCNS(=O)(=O)c2ccc(F)cc2)O[C@@H]1CO,nt,0.3
C[C@@H]1CN([C@H](C)CO)C(=O)Cc2cc(NC(=O)Nc3ccc4c(c3)OCO4)ccc2O[C@@H]1CN(C)S(=O)(=O)c1ccc(Cl)cc1,nt,-0.2
O=C(C[C@H]1CC[C@@H](NC(=O)CCN2CCCCC2)[C@@H](CO)O1)NCc1ccc(Cl)c(Cl)c1,nt,-1.0
CC(C)CC#Cc1ccc2c(c1)O[C@H](CN(C)C(=O)c1cccc(F)c1)[C@@H](C)CN([C@@H](C)CO)S2(=O)=O,nt,0.9
Cc1noc(C)c1NC(=O)Nc1ccc2c(c1)C(=O)N([C@@H](C)CO)C[C@H](C)[C@@H](CN(C)Cc1ccccc1)O2,nt,-0.5
C[C@@H]1CN([C@H](C)CO)C(=O)c2cc(NC(=O)Cc3ccccc3)ccc2O[C@@H](C)CCCCO[C@@H]1CN(C)C(=O)c1ccccc1,nt,0.5
CO[C@H]1CN(C)C(=O)c2cc(NC(=O)Cc3ccccc3)ccc2OC[C@@H](C)N(C)C[C@@H]1C,nt,-0.5
C[C@H]1CN([C@@H](C)CO)C(=O)Cc2cc(NC(=O)Nc3cccc4ccccc34)ccc2O[C@H]1CN(C)Cc1ccc(C(=O)O)cc1,nt,-2.4
O=C(C[C@H]1CC[C@@H]2[C@H](COC[C@@H](O)CN2C(=O)Nc2ccccc2)O1)NCCCN1CCOCC1,nt,-0.6
O=C(Cc1cccnc1)N1CC(=O)N2[C@@H](CO)[C@H](c3ccc(C4=CCCC4)cc3)[C@@H]2C1,nt,-1.1
Cc1noc(C)c1NC(=O)N(C)C[C@@H]1Oc2c(NS(=O)(=O)c3ccccc3)cccc2C(=O)N([C@@H](C)CO)C[C@H]1C,nt,-0.6
CO[C@@H]1CN(C)C(=O)c2ccc(NC(=O)C3CC3)cc2OC[C@H](C)N(C(=O)c2cccnc2)C[C@H]1C,nt,-0.3
CNC(=O)C[C@@H]1CC[C@@H]2[C@H](COC[C@@H](O)CN2Cc2ccncc2)O1,nt,-0.5
C/C=C/c1cccc(-c2nc(C(=O)N(C)C)cc3c2[C@@H](CCO)N([S@](=O)C(C)(C)C)C3)c1,nt,-0.1
C[C@@H]1CN([C@@H](C)CO)C(=O)c2cccc(NC(=O)C3CC3)c2O[C@H]1CN(C)C(=O)Nc1ccccc1,nt,-2.5
C[C@H](CO)N1C[C@H](C)[C@H](CN(C)CC2CC2)Oc2cc(-c3cncnc3)ccc2S1(=O)=O,nt,-1.0
O=C(C1CCCC1)N1CC(=O)N2[C@H](CO)[C@@H](c3ccc(-c4cccnc4)cc3)[C@H]2C1,nt,-7.3
C[C@H]1CN([C@@H](C)CO)C(=O)c2cc(NC(=O)Nc3ccc(F)cc3)ccc2O[C@H]1CN(C)Cc1ccc(-c2ccccc2)cc1,nt,0.9
CCCNC(=O)N1C[C@@H]2[C@H](c3ccccc31)[C@@H](CO)N2C(=O)Nc1ccccc1,nt,0.0
COc1ccc(NC(=O)N(C)C[C@H]2Oc3c(NC(=O)c4ccc(-c5nccs5)cc4)cccc3C(=O)N([C@H](C)CO)C[C@@H]2C)cc1,nt,0.3
CC(C)NC(=O)N(C)C[C@@H]1OCCCC[C@@H](C)Oc2ccc(N(C)C)cc2C(=O)N([C@H](C)CO)C[C@@H]1C,nt,-10
COc1cccc(-c2ccc3c(c2)O[C@@H](CN(C)Cc2ccncc2)[C@@H](C)CN([C@@H](C)CO)S3(=O)=O)c1,nt,0.4
COc1cccc(CN2[C@H](CO)[C@H](c3ccccc3)C23CN(C(=O)C2CCOCC2)C3)c1,nt,0.2
CO[C@H]1CN(C)C(=O)c2cc(NS(=O)(=O)CC(F)(F)F)ccc2OC[C@H](C)N(Cc2ccccn2)C[C@@H]1C,nt,-3.1
Cc1cccc(CN(C)C[C@@H]2Oc3ncc(C#Cc4ccccc4)cc3C(=O)N([C@H](C)CO)C[C@@H]2C)c1,nt,1.0
CCCC#Cc1ccc(CC[C@H]2O[C@H]3CC[C@@H](CO)O[C@H]3C[C@@H]2n2cc(C(C)(C)O)nn2)cc1,nt,0.7
CCCc1cn(CC[C@@H]2CC[C@@H](NC(=O)C3CC3)[C@H](CO)O2)nn1,nt,0.9
Cc1ccc(S(=O)(=O)N(C)C[C@@H]2Oc3ccc(NC(=O)Nc4ccc(C(F)(F)F)cc4)cc3C(=O)N([C@H](C)CO)C[C@H]2C)cc1,nt,0.1
COCCN=C1S/C(=C\c2cc(C)n(-c3ccc(F)cc3F)c2C)C(=O)N1C,-3,nt
CC(C)(C)OC(=O)NC1CCN(c2nc(-c3ccc(Br)cc3)cs2)CC1,1,nt
Cc1cc(N2CCOc3ccccc32)nc2ccccc12,-5,nt
c1nc(NCC2CCCOC2)c2cc(-c3ccc4c(c3)OCO4)ccc2n1 (stereo not drawn),8,nt

Compound activity as filed in PubChem.

This is a subset (hit frequency here may not be typical).
